KDM5B inh = Primary screen for KDM5B Histone Demethylases FDH-coupled qHTS | 220,000 tested, 2.6% active | KDM5B demethylase, FDH-coupled NADH fluorescence (FDH is formaldehyde dehydrogenase) | AID 1347165, 2019 | Lysine-specific demethylase 5B (Homo sapiens), Q9UGL1 | Potency, µM (top dose mostly 57.7 µM), inactives show top-dose activity change, negative = inhibition, most hits filed as inhibitors; active means well fitted inhibition curve with a large enough effect; inconclusive means small, poorly fitted or top-dose-only effect; inactive means no such curve, though single readings can be large or run the other way; further: 0% is about no effect; nearly all actives have a fitted effect of over 70% in size
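Measured: NADH fluorescence change, 30 min, RT. System: KDM5BΔAP 200 nM final, H3K4me3 peptide, α-KG, Fe(II), ascorbate, NAD⁺ plus FDH, pH 7.5 HEPES. Compounds: titrated, 10 min pre-incubation with enzyme.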
Starred values were filed as active, the others as inactive; i = inactive; ? = inconclusive; & = joins results of further samples; [ ] = another dose, or the depositor's remark. Potency means the concentration at half of the fitted maximal effect.

KDM5B inh	SMILES
-27%	COc1cccc(NC(C)=[N+](C)CCNS(=O)(=O)c2ccc(Cl)cc2)c1
4%	CCOc1ccc(-c2nc(Cn3c(=O)cc(C)c4c(C)nn(-c5ccc(C)cc5)c43)c(C)o2)cc1
12%	CCOc1ccc(S(=O)(=O)N2CCC(C(=O)NCc3cccnc3)CC2)cc1Cl
-6%	O=C(NC1CCCCCC1)c1ccc(Cl)c(S(=O)(=O)N2CCOCC2)c1
-6%	O=C(NCC(=O)N(Cc1cccs1)C1(C(=O)NC2CCCCC2)CCCCC1)c1ccccc1
-19%	COc1cc([C@@H]2c3cc4c(cc3[C@H](O)[C@@H](CO)[C@@H]2C(=O)NC2CC2)OCO4)cc(OC)c1OC
-2%	Cc1nn(-c2ccccc2)cc1C(=O)N1CCC(CC(=O)NCc2cccnc2)CC1
-5%	CCCCC1CCC(C(=O)NC(C(=O)O)C(C)C)CC1 (stereo not drawn)
-9%	CCn1cc(CN(C)C(=O)Cn2nc(C(F)(F)F)c(Cl)c2C)c(C)n1
-26%	COc1cc(NC(=O)C2CCN(C(=O)c3sc4nc[nH]c(=O)c4c3C)CC2)cc(OC)c1OC
-8%	CCCCCOc1ccc(NC(=O)Cn2c(-c3nonc3N)nc3ccccc32)cc1
0%	O=C(NCc1ccccc1)N1CCCC(Cc2noc(-c3ccncc3)n2)C1 (stereo not drawn)
3%	Cc1ccc(S(=O)(=O)N2CCCC2C(c2ccccc2O)c2cn(C)c3ccccc23)cc1 (stereo not drawn)
?	Cc1ccc(NC(=O)c2cccn2-c2nnc(N3CCCCC3)s2)cc1Cl
-1%	O=C(CCn1cnc2ccccc21)N=Nc1c(O)[nH]c2ccccc12
18%	CS(=O)(=O)N(CC(=O)Nc1ccc(S(=O)(=O)N2CCOCC2)cc1)c1cccc(F)c1
22%	O=C(Nc1ccc(SC2CCCC2)cc1)C1CC=CCC1 (stereo not drawn)
13%	CCOc1ccc2c(c1)cc(C(=O)Nc1ccccc1OCC)n2C
-9%	Cc1cc(Nc2ccc(Br)cc2)nc(C)n1
20µM*	COC[C@@H]1CN(c2cnccn2)C[C@H]1C(=O)NCCCn1cccn1
23%	N#Cc1ccc(CS(=O)(=O)NCc2ccccc2)cc1
-45%	COc1ccc(S(=O)(=O)c2c[nH]c(=S)[nH]c2=O)cc1Cl
1%	CC1CC(C)CN(CC(=O)O)C1 (stereo not drawn)
?	COc1ccccc1Nc1nc(-c2sc(NC(C)=O)nc2C)cs1
5%	COCCC(=O)N1CCCN(S(=O)(=O)c2ccccc2)CCC(=O)NCC1
6%	CCOc1ccc(NS(=O)(=O)c2ccc(C(=O)NC3CCN(CC)CC3)cc2)cc1
3.2µM*	CCCc1noc(-c2ccn3c(CNC(=O)c4ccccc4OC)nnc3c2)n1
?	N#Cc1ccc(CN2CCC(c3nc4ncccc4[nH]3)C2)cc1 (stereo not drawn)
18%	COc1ccc(C(=O)C(C)OC(=O)c2ccc(OCC3CCCO3)cc2)cc1 (stereo not drawn)
14%	COc1cc(C(=O)OC23CC4CC(C2)C(=O)C(C4)C3)cc(OC)c1OC
17%	CCOC(=O)C1CCN(S(=O)(=O)c2ccc(-c3cc(C(F)(F)F)n(C)n3)s2)CC1
?	Cc1cc(C(=O)NCc2ccncc2)c2c(C3CCNCC3)noc2n1
?	Cc1c(C(=O)N2CCCC2)oc2c1-c1nn(CC(=O)NCc3cccc(Br)c3)cc1CC2
-13%	COCCN1C(=O)CC[C@]2(C(=O)NC3CCCCCC3)CCCC[C@@H]12
-6%	Cc1ccc(S(=O)(=O)NCC(c2ccc(N(C)C)cc2)N2CCOCC2)cc1 (stereo not drawn)
28µM*	O=C(NC[C@H]1Cn2c(-c3ccc4c(c3)OCO4)cnc2CO1)Nc1ccc(F)cc1
8%	Oc1ccc(C2=NNC(c3ccc(O)cc3)=NN2)cc1
-7%	Cc1c(Cl)cccc1NC(=O)CCS(=O)(=O)c1ccc2c(c1)oc(=O)n2C
8%	CCOc1ccc(N2CC(NC(=O)c3ccc4c(c3)OCO4)CC2=O)cc1 (stereo not drawn)
-17%[86.2 µM]	CN1C[C@@H](NC(=O)c2ccco2)C[C@H]1c1nc(-c2ccc(F)cc2)no1
14%	CN1C(=O)CCC2(CNC(=O)C3(S(=O)(=O)c4ccc(Cl)cc4)CC3)CCC=C12 (stereo not drawn)
6%[86.2 µM]	COc1ccc([C@H]2C[C@@H](O)[C@@H](O)[C@@H]2NC(=O)c2ccc(C#N)cc2)cc1
-11%	Cc1ccc(C(=O)c2oc3ccccc3c2NC(=O)c2cc(-c3ccccc3)on2)cc1F
26%	O=C(Nc1ccc(F)cc1)c1ccc(CN2C(=O)NC3(CCOCC3)C2=O)cc1
25%	CCCOc1c(Br)cc(C(=O)Oc2cc(C(=O)OC)cc(C(=O)OC)c2)cc1OC
i	CCOP(=O)(OCC)c1nc(-c2cccc3ccccc23)oc1NC
22%	O=C(NCC1CNCCOC1)NC1CCCCC1 (stereo not drawn)
-7%[115 µM]	O=C1COCC2(CN1)CN(Cc1ccc3c(c1)CCO3)C2
40µM*	Cc1noc(C)c1-c1cc(-c2cnn(C)c2)cn2cncc12
?	COc1cccc(OC)c1C(=O)NCCc1sc(-c2cccc(F)c2)nc1C
7%	COc1ccc(C(=O)OCc2nc(-c3ccc(F)cc3)no2)cc1S(=O)(=O)N1CCCCC1C (stereo not drawn)
6%	CNCCN(C)C1CCCCC1
32µM*	COc1ccc2cc(CN3CCCC(C#N)C3)c(-c3cccs3)nc2c1 (stereo not drawn)
14%	COCCCNC(=O)NC1CCN(C(=O)N2CC3CC(C2)[C@H]2CCCC(=O)N2C3)CC1 (stereo partly drawn)
-3%	Cc1cc(NC(=O)CN2CCC(C)CC2)nc2c1c(=O)oc1ccccc12
3%	CCOC(=O)c1cnc2ccc(OC)cc2c1Nc1ccc(C(C)=O)cc1

(continued)
KDM5B inh	SMILES
?	COC(=O)[C@@H]1Cc2ncn(Cc3ccc(OC)cc3)c2CN1CCCc1ccccc1
-12%	Cc1ccc(NC(=O)C2CCN(S(=O)(=O)c3ccc4c(c3)CCCN4C(=O)C3CCC3)CC2)cc1
?	COc1cccc(-c2cc(-c3cccs3)nc3c(C)noc23)c1
-4%[86.2 µM]	CC(C)NC(=O)NC[C@H]1OC[C@@H](NCc2ncc[nH]2)[C@@H]1O
?	CN1CCN(c2ccc(-c3noc([C@@H]4CCCN4Cc4ccncc4)n3)cn2)CC1
-23%	O=C(Cc1ccccc1F)N1CCC(N2CC3CC(C2)[C@H]2CCCC(=O)N2C3)CC1 (stereo partly drawn)
?	C[C@]1(CO)[C@H]2Cc3sc(NC(=O)c4c(F)cccc4F)nc3[C@@H](CC(=O)NCc3cccnc3)[C@]2(C)CC[C@H]1O
31%[activator]	CC(Sc1c(Cl)cccc1Cl)C(=O)NC(N)=O (stereo not drawn)
-2%	COCCNC(=O)N1CCc2nn(CC3CC3)c(=O)n2CC1
2%[86.2 µM]	O=C1CN(CC2CCCC2)CCN1c1ccc(Cl)nn1
33%	CN(Cc1nc(Cc2ccccc2Cl)no1)Cc1cccc2cnccc12
-34%	Cc1occc1-c1nnc(SC(C(=O)N2CCCC2)c2ccccc2)n1-c1ccccc1 (stereo not drawn)
5%	COc1cccc(CN2CCC3(CNc4ccccc4[S+](=O)([O-])N3)C2)c1 (stereo not drawn)
-17%	Cc1ccc(C(=O)NCCc2csc(-c3cccc(F)c3)n2)cc1C
-14%	O=C(COC(=O)c1cc(=O)c2ccccc2o1)Nc1ccc(F)c(F)c1
16%	COc1cccc2c1OC1(CCN(C)CC1)N1N=C(c3ccccc3)CC21 (stereo not drawn)
-20%	COc1cc(C(=O)Nc2sc3ccccc3c(=O)c2-c2ccc3c(c2)OCO3)cc(OC)c1OC
-7%	Cn1cnc2c1c(=O)n(CCCSCc1ccccc1Cl)c(=O)n2C
-26%	CCOc1ccc(CNC(=O)c2ccc(CSc3nc4ccncc4n3Cc3ccc(F)cc3)cc2)cc1
-16%	CCn1c(SCC(=O)NC2=NCCS2)nnc1C(C)NC(=O)c1ccccc1F (stereo not drawn)
6%	CC(C)CCNC(=O)C1N(C(C)C)C(=O)C12CCCCC2 (stereo not drawn)
?	O=C(COc1cccc2cccnc12)N/N=C/c1ccccc1O
-6%	Cc1ccc(S(=O)(=O)NCC(c2cccnc2)S(=O)(=O)c2ccccc2)cc1 (stereo not drawn)
7%	COC(=O)CSc1nc2c(c(=O)n(C)c(=O)n2C)n1Cc1ccccc1Cl
?	O[C@@H]1C[C@@H](c2nc(-c3ccc(F)cc3)no2)N(Cc2ccc(F)cc2)C1
-4%	Cc1ccc(NC(=O)c2ccc(-c3nn(C)c(=O)c4ccccc34)cc2)c(C)c1
228%[activator]	CSc1ccc(NC(=O)c2cc3c(N4CCSCC4)nc(C)cn3n2)cc1
7%	COCCNS(=O)(=O)c1cc(-c2nn(C)c(=O)c3ccccc23)ccc1C
-14%	Cc1cc(C(=O)NCC2CCCN(Cc3nnc(-c4cccnc4)o3)C2)no1 (stereo not drawn)
3%	Clc1cccc(-c2noc(CSc3nnc(C4CC4)n3-c3ccccc3)n2)c1
-29%	CC1CCN(C(=O)CCC[C@@H]2[C@H]3CCCN4CCC[C@@H](CN2C)[C@@H]34)CC1
-4%	Cc1cc2nc(-c3ccccc3)c(-c3ccccc3)nc2cc1C
8%	O=C(c1ccccc1)n1ccc(-c2cccs2)n1
6%	COc1cccc(NC(=O)CN2C(=O)NC3(CCOCC3)C2=O)c1
7%&2%[86.2 µM]	O=C(c1cccc(Cl)c1)N1CCC(N2CCCNC2=O)CC1
-22%[86.2 µM]	O=c1c2nc(-c3cccnc3)ccc2ncn1Cc1ccccc1
-9%	Cc1ccc(-c2cc(C(F)(F)F)n3nc(C(=O)NCC45CC6CC(CC(C6)C4)C5)cc3n2)cc1
-11%	CCCc1noc(CCC(=O)NC(C)c2ccc(C)o2)n1 (stereo not drawn)
-24%[86.2 µM]	O=C1COc2ccc(-c3ccccc3F)nc2CN1CCOc1ccccc1
-17%[115 µM]	O=S1(=O)NCC2(CCCN(Cc3cccnc3)C2)Oc2ncccc21 (stereo not drawn)

Gathered by group, those above containing a cyano group
KDM5B inh	SMILES
23%	N#Cc1ccc(CS(=O)(=O)NCc2ccccc2)cc1
?	N#Cc1ccc(CN2CCC(c3nc4ncccc4[nH]3)C2)cc1 (stereo not drawn)
6%[86.2 µM]	COc1ccc([C@H]2C[C@@H](O)[C@@H](O)[C@@H]2NC(=O)c2ccc(C#N)cc2)cc1
32µM*	COc1ccc2cc(CN3CCCC(C#N)C3)c(-c3cccs3)nc2c1 (stereo not drawn)

Going on with the list:
KDM5B inh	SMILES
28%	COc1ccc(CC(=O)N2CCC[C@H]2c2nc(-c3ccccc3Cl)no2)cc1
-13%	COc1ccc(OC)c(NC(=O)CSc2cn(CC(=O)N3CCCCCC3)c3ccccc23)c1
-36%	CNC(=O)NC[C@H]1CCN(C2CCSCC2)C[C@H]1N(C)C
-30%[86.2 µM]	COCc1cc(C[C@@H]2C[C@H](NCc3ccco3)C2(C)C)no1
?	O=C(c1ccccc1F)N1CCC(n2cc(-c3nc(-c4ccccc4)no3)nn2)CC1
-16%	CC(C)c1ccc(S(=O)(=O)c2cnc(SCC(=O)Nc3cccc(C(F)(F)F)c3)nc2N)cc1
?	Cc1cccc(N2CCN(C(=O)c3cccn3-c3nnc(N4CCCCC4)s3)CC2)c1C
5%	COCCn1c(CCC(=O)Nc2ccc(F)c(F)c2)nc2c1c(=O)[nH]c(=O)n2CC(C)C
-17%	CC(C)c1noc(-c2cn(C3CCN(C(=O)c4ccc(OC(F)(F)F)cc4)C3)nn2)n1 (stereo not drawn)
0%	CC(=O)c1ccc(NC(=O)CSc2nnc(-c3ccncc3)n2-c2ccccc2)cc1
14%	CCn1c(C)cc(C(=O)CSc2nnc(CN3CCOCC3)n2-c2ccccc2)c1C
?	CC(C)C1CN(C(=O)CN2CCCCC2=O)CCCN1Cc1ccc(F)cc1 (stereo not drawn)
2%	COc1ccc2[nH]c3c(c2c1)CCN(C)C31CCNCC1
-20%	Cc1cc(C)cc(S(=O)(=O)c2cn(C)c3cc(N4CCCC4)c(F)cc3c2=O)c1
22%	Cc1nc2ccccc2c(C)c1C(=O)O
12%	CCc1nc2c(c(-c3ccc(Cl)cc3)n1)CCN(C(=O)c1ccc(C)cc1)CC2

Ordered by SMILES length (highest first): part of the list above
KDM5B inh	SMILES
-9%	Cc1ccc(-c2cc(C(F)(F)F)n3nc(C(=O)NCC45CC6CC(CC(C6)C4)C5)cc3n2)cc1
-20%	Cc1cc(C)cc(S(=O)(=O)c2cn(C)c3cc(N4CCCC4)c(F)cc3c2=O)c1
?	Cc1cccc(N2CCN(C(=O)c3cccn3-c3nnc(N4CCCCC4)s3)CC2)c1C
-6%	Cc1ccc(S(=O)(=O)NCC(c2ccc(N(C)C)cc2)N2CCOCC2)cc1 (stereo not drawn)
32µM*	COc1ccc2cc(CN3CCCC(C#N)C3)c(-c3cccs3)nc2c1 (stereo not drawn)
-22%[86.2 µM]	O=c1c2nc(-c3cccnc3)ccc2ncn1Cc1ccccc1
23%	N#Cc1ccc(CS(=O)(=O)NCc2ccccc2)cc1

Other compounds follow.
KDM5B inh	SMILES
?	O=C(O)c1ccc(CSc2nc3cccnc3n2Cc2cccc(F)c2)cc1
-11%	O=C(N[C@H]1C[C@@H](CO)N(Cc2ccsc2)C1)c1cccnc1
14%	Cc1ccc([S+](=O)([O-])N2CCCCC23Cc2ccccc2NC3=O)cc1 (stereo not drawn)
8%	OC[C@@H]1CN(CC2CC2)C[C@H]1c1nc(-c2ccncc2)no1
-4%	Cc1noc2ncnc(N3CCN(c4cccc(C(F)(F)F)c4)CC3)c12
11%	Cc1ccc(N2CCC(NC(=O)c3ccc(C#N)cc3)C2=O)cc1 (stereo not drawn)

Screening results: PubChem BioAssay, National Center for Advancing Translational Sciences (NCATS)

These rows are one share of the data; count on the stated rates, not on these rows.
